Screening data (PubChem BioAssay)
IDE inh – inhibitors of human insulin-degrading enzyme in cells | 320,000 compounds, 0.41% hits | HEK cells, FAbetaB cleavage, fluorescence polarization | inhibition, % at 5.59 µM | AID 434962;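 active = percent inhibition above the average of all tested compounds plus 3 SD, set per screening campaign, cut at about 16% in these data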;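 also: IDE supplied by intact live HEK cells; FP after avidin binding of uncleaved biotin substrate so inhibition keeps polarization high; 0% = DMSO wells and 100% = 60 µM reference IDE inhibitor Ii1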
M5 PAM – positive allosteric modulators of human muscarinic M5 receptor; P08912; CHO-K1 hM5, Fluo-8 calcium, ACh EC20 PAM; 0% = ACh EC20, 100% = ACh EC100; activation, % at 3 µM; 360,000 compounds, 0.3% hits; AID 624038;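 active = activation above the run cutoff, the mean activation of all test compounds plus 3 SD, cut at about 18% in these data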
Target sequence (P08912 whole entry, looked up): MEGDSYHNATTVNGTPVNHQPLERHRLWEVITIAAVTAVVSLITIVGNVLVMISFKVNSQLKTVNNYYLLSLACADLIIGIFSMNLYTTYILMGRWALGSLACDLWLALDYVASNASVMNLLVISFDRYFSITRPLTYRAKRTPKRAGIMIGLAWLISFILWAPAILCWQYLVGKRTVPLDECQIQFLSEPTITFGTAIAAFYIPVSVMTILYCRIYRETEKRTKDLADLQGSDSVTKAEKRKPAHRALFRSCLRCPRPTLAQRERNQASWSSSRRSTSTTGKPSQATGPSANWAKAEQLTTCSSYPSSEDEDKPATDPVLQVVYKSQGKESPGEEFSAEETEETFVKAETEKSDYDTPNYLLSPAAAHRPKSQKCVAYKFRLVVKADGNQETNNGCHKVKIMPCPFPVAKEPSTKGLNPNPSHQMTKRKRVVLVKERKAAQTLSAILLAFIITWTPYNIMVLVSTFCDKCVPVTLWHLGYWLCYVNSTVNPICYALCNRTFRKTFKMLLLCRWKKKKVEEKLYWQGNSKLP
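system = human M5 receptor in CHO-K1 cells | reagent = EC20 acetylcholine as agonist stimulus | compound dosing = single-point, 3 µM nominal | incubation = Fluo-8 loading 80 min at 37 °C plus 30 min room temperature | detection = Fluo-8 calcium dye fluorescence, kinetic read | benchmarks = low control EC20 acetylcholine (0%), high control EC100 acetylcholine (100%)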
CRFBP-R2 agonist – CRF-BP/CRF-R2 complex agonism; AID 588473; HEK293 CRF-R2/CRF-BP, calcium dye fluorescence (FLIPR); percent of saturating CRF peptide response; activation, % at 13.2 µM; 350,000 compounds, 0.46% hits;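 active = activation of at least 50%, plus an integration ratio under a set limit after plate pattern correction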;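 also: plate controls were neutral control wells without compound for no effect and CRF at EC100 for full effect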
M4 PAM – CHRM4 positive allosteric modulation. CHO-K1 hM4/Gqi5, Fluo-8 calcium fluorescence, ACh EC20; 0% = ACh EC20, 100% = maximal ACh. AID 624126. 360,000 compounds, 0.4% hits. activation, % at 3 µM;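 active = activation above its plate's cutoff, the mean activation of sample wells plus 3 SD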; also: some results filed as inactive read as strong as hits
Target sequence (P08173 whole entry, looked up): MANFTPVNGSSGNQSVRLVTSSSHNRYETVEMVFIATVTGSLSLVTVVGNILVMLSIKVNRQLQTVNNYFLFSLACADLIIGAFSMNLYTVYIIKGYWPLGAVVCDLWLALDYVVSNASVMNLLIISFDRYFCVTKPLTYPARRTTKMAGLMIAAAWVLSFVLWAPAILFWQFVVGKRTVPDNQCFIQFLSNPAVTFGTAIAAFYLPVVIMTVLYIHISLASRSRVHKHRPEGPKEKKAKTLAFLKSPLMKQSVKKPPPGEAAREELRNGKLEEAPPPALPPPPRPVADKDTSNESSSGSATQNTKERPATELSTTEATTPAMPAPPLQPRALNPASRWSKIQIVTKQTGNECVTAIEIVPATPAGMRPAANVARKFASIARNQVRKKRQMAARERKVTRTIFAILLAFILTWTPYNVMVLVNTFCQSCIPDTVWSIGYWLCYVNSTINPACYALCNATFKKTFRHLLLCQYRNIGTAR
CHRM4 antagonist – CHRM4 antagonism in calcium assay; CHO-hM4 cells, ACh EC80, Fluo-8 calcium fluorescence; inhibition, % at 3 µM; 360,000 compounds, 0.73% hits; P08173;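 active = inhibition above its plate's cutoff, the mean inhibition of sample wells plus 3 SD, cut at about 27% in these data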;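 also: 0% = acetylcholine EC80 with DMSO and 100% = DMSO without agonist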
M5 antag – CHRM5 antagonism in calcium assay; P08912; CHO-hM5 cells, Fluo-8 calcium fluorescence, ACh EC80; inhibition, % at 3 µM; 360,000 compounds, 0.59% hits; AID 624040;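 active = inhibition above a per-plate cutoff, the mean of that plate's test compounds plus 3 SD, cut at about 27% in these data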;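 also: 0% = acetylcholine EC80 with DMSO and 100% = DMSO without agonist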
CHRM4 agonist – agonists of human muscarinic M4 receptor (CHRM4); CHO-K1 hM4/Gqi5, Fluo-8 calcium fluorescence; vehicle 0%, full acetylcholine response 100%; activation, % at 3 µM; 360,000 compounds, 0.14% hits; P08173;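 active = activation above the run mean over all test wells plus 3 SD, cut at about 32% in these data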;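 also: peak over basal fluorescence ratio per well then scaled between controls; 0% = DMSO wells and 100% = acetylcholine at EC100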
CRFR2-BP antag – antagonists of CRF-binding protein/CRF-R2 receptor complex | HEK293 CRF-R2/CRF-BP, CRF-induced calcium fluorescence | 350,000 compounds, 0.59% hits | inhibition, % at 11.8 µM;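 active = inhibition of the ligand-induced calcium signal above about 50% at the single tested concentration, limit read from the data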
M5 ag – agonists of human muscarinic M5 receptor (CHRM5); P08912; CHO-K1 hM5 cells, Fluo-8 calcium fluorescence; 0% DMSO wells, 100% maximal acetylcholine response; activation, % at 3 µM; 360,000 compounds, 0.19% hits; AID 624037;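 active = activation above the run's mean over test compounds plus 3 SD, cut at about 23% in these data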;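 also: signal is peak over basal fluorescence ratio across the kinetic read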
Numbers without * were called inactive; . = not tested or not shown.

entry | IDE inh | M5 PAM | CRFBP-R2 agonist | M4 PAM | CHRM4 antagonist | M5 antag | CHRM4 agonist | CRFR2-BP antag | M5 ag | compound
1 | 1 | -4 | -0.8 | 1 | 5 | 21 | 2 | 8 | -6 | COc1ccc(NC(=O)N2CCCC(C(=O)NCCc3ccccc3)C2)cc1 (configuration not stated)
2 | 4 | 1 | -0.2 | -3 | -4 | 6 | 1 | -7 | 0 | Cc1cccc(C)c1NC(=O)CN(C)C(=O)CC1OC(=O)c2ccccc21 (configuration not stated)
3 | 0 | -7 | -2.3 | -7 | 12 | 12 | 2 | 14 | -1 | Cc1cc(N2CCCCC2)ccc1[N+](=O)[O-]
4 | 0 | -16 | 1.2 | -4 | 4 | 9 | 9 | -2 | -8 | CC(OC(=O)C(C)Oc1ccccc1)C(=O)Nc1ccc(S(=O)(=O)N2CCCCC2)cc1 (configuration not stated)
5 | 9 | -18 | -0.1 | -14 | 21 | 13 | 1 | 8 | -8 | CCN1CCCC1CNC(=O)CSCc1nc(-c2ccccc2C)oc1C (configuration not stated)
6 | 6 | -3 | -1.6 | -5 | 5 | 6 | -1 | 5 | 0 | O=C(c1c(F)cccc1F)N(C1CCCCC1)C1CCCCC1
7 | 3 | 0 | 0.2 | 6 | -7 | 9 | 2 | 0 | -5 | O=C(/C=C/c1cccc(Oc2ccccc2)c1)N1CCOCC1
8 | 5 | -13 | -0.7 | -9 | 26 | 20 | 9 | -14 | 3 | Cc1sc2ncnc(NCc3cccs3)c2c1C
9 | 10 | 1 | 1.1 | 5 | -8 | -1 | 2 | -13 | 1 | CC(=O)Nc1cccc(/C(C)=N/NC(N)=S)c1
10 | 1 | -4 | 0.4 | -7 | 2 | 14 | -1 | 11 | -2 | CC(=O)Nc1ccc(S(=O)(=O)Nc2ccccc2C(=O)N2CCOCC2)cc1

(listing goes on)
entry | IDE inh | M5 PAM | CRFBP-R2 agonist | M4 PAM | CHRM4 antagonist | M5 antag | CHRM4 agonist | CRFR2-BP antag | M5 ag | compound
11 | 5 | -3 | -3.7 | -5 | 2 | -1 | 3 | 15 | 4 | O=S(=O)(Cc1ccccc1)NCc1ccccn1
12 | . | 0 | . | -2 | -1 | -9 | -1 | . | -2 | CCCCCCCCN1C(=O)[C@H](CC(=O)NCc2ccc(OC)c(OC)c2)C[C@@]2(C(=O)OC)CC(C)(C)CC=C12
13 | 2 | 0 | -0.4 | -6 | -14 | -5 | 10 | -6 | -2 | CC(NC(=O)C1CCN(S(=O)(=O)c2cccc3cccnc23)CC1)c1ccccc1 (configuration not stated)
14 | . | -2 | . | -8 | 2 | 2 | -1 | . | -6 | CCN(CC)Cc1cc(Oc2ccc(O)c(CN(CC)CC)c2)ccc1O
15 | 5 | 3 | -0.2 | -2 | 3 | -5 | 3 | 2 | -3 | CCc1noc(C)c1C(=O)N1CCCC(N2CCN(c3cccc(Cl)c3)CC2)C1 (configuration not stated)
16 | 6 | 1 | -3.2 | -3 | 0 | -4 | -1 | -11 | 1 | O=c1c2sccc2nc(SCc2cc(=O)n3ccccc3n2)n1-c1ccc(Br)cc1
17 | -1 | 3 | 1.9 | 9 | 9 | -1 | 0 | -12 | -1 | O=C(Cc1cn2ccsc2n1)Nc1nc2c(s1)CCCC2
18 | 1 | 11 | -2.6 | 14 | -1 | 14 | 0 | 4 | -3 | C=CCC(CC=C)(C(=O)O)c1ccccc1
19 | 6 | -4 | -0.3 | 2 | 13 | 8 | 2 | -7 | 3 | COc1ccc(OCc2ccc(C(=O)NN)cc2)cc1
20 | . | -2 | 0.5 | 5 | -9 | 14 | 0 | -9 | 1 | O=C1NC(c2ccccc2)Cc2ccncc21 (configuration not stated)

More compounds.
entry | IDE inh | M5 PAM | CRFBP-R2 agonist | M4 PAM | CHRM4 antagonist | M5 antag | CHRM4 agonist | CRFR2-BP antag | M5 ag | compound
21 | -4 | -15 | -0.1 | -6 | 7 | -1 | 8 | -20 | -2 | Cc1cc(OCCCC(=O)NC2=NCCS2)ccc1Cl
22 | 8 | 11 | -1.4 | 9 | -12 | -4 | -1 | -5 | -1 | CCCCc1cc(=O)oc2c3c(cc(OCC(=O)N4CCC[C@H]4C(=O)O)c12)OC(C)(C)CC3
23 | 7 | 3 | -1.4 | -3 | 1 | 8 | 1 | -12 | -2 | CC(C)c1ccccc1NC(=O)COC(=O)Cc1c[nH]c2ccccc12
24 | -1 | 6 | -1.0 | -2 | 0 | -4 | 1 | -1 | 2 | Cn1c(N)c(C(=O)COC(=O)c2ccc(Cl)nc2)c(=O)n(C)c1=O
25 | 0 | 0 | -5.3 | -20 | 0 | -1 | 0 | -4 | -18 | OC1(c2ccccc2)Cc2cccc[n+]2C1c1ccccc1 (configuration not stated)
26 | 0 | -6 | 1.4 | 5 | 5 | 1 | 2 | 2 | 1 | CCCCCc1ccc(-c2cn(Cc3cccc(OC)c3)nn2)cc1
27 | -2 | 4 | 0.1 | 3 | -2 | 11 | 1 | 0 | 0 | CCN(CC)C1CCN(c2nc3nonc3nc2NCCOC)C1 (configuration not stated)
28 | 4 | -1 | 0.8 | 3 | -13 | 7 | 2 | -6 | 3 | O=C(Nc1ccccc1N1CCCCC1)c1ccc(F)c(S(=O)(=O)N2CCOCC2)c1
29 | 1 | -17 | 0.4 | -11 | -12 | 10 | 15 | -4 | 6 | COc1ccc(CCNc2ncnc3nc[nH]c23)cc1OC
30 | -3 | -4 | -0.1 | -7 | -13 | 8 | 3 | -1 | 0 | COc1ccc(CNC(=O)C2=CCN(S(=O)(=O)c3ccc(C)cc3)CC2)cc1

Entries by screen from above:
Nos. 14 to 18 in M5 antag, in turn: 2, -5, -4, -1, 14
Nos. 14 to 18 in CRFR2-BP antag, in turn: ., 2, -11, -12, 4

(cont.)
entry | IDE inh | M5 PAM | CRFBP-R2 agonist | M4 PAM | CHRM4 antagonist | M5 antag | CHRM4 agonist | CRFR2-BP antag | M5 ag | compound
31 | 1 | -12 | -1.9 | -10 | 4 | 10 | 3 | 22 | -4 | Cc1ccc(NC(=S)NC(C)CCc2ccccc2)cc1C (configuration not stated)
32 | 0 | 4 | -0.6 | 1 | 0 | 0 | 1 | 3 | -5 | CO/N=C/c1ccc(N2CCCC2)c([N+](=O)[O-])c1
33 | 2 | -4 | -2.1 | 5 | 2 | 15 | 1 | 9 | 0 | CCCN(Cc1nnc(-c2cccs2)o1)C(=O)CN1C(=O)NC2(CCC(C)CC2)C1=O (configuration not stated)
34 | . | -10 | -1.2 | -2 | 2 | 13 | 2 | -1 | -2 | CC(=O)c1ccc(NC(=O)c2sc3nc(C)c(C)c(C)c3c2N)cc1
35 | -1 | 3 | 0.0 | 12 | 3 | -5 | 1 | 11 | -2 | CC(/C=N/N1CCN(c2ccccc2)CC1)=C\c1ccccc1
36 | 1 | -1 | -1.1 | 0 | -6 | 7 | 1 | -4 | 3 | O=C(NCC(c1ccco1)N1CCN(c2ccc(F)cc2)CC1)c1ccco1 (configuration not stated)
37 | . | -4 | 3.8 | -3 | 5 | 6 | 2 | -19 | 3 | CNC(=S)N1CCC(C(=O)c2ccc(Cl)cc2)CC1
38 | 0 | -1 | 2.1 | 8 | 7 | 15 | 3 | -15 | 2 | NC(=O)C1=C[C@H](c2coc3ccccc3c2=O)C[C@H](OCc2ccc(CO)cc2)O1
39 | 8 | 0 | -0.1 | -4 | 1 | -3 | 0 | 32 | 1 | COC(=O)CSc1nnc(NC(=O)/C=C\c2ccc3c(c2)OCO3)s1
40 | 1 | -12 | 0.1 | -10 | 17 | 19 | 16 | -8 | 2 | N#C/C(=C\c1ccccc1OCC(=O)O)c1nc2ccccc2[nH]1

Fetched by compound from the list above:
entry | IDE inh | M5 PAM | CRFBP-R2 agonist | M4 PAM | CHRM4 antagonist | M5 antag | CHRM4 agonist | CRFR2-BP antag | M5 ag | compound
40 | 1 | -12 | 0.1 | -10 | 17 | 19 | 16 | -8 | 2 | N#C/C(=C\c1ccccc1OCC(=O)O)c1nc2ccccc2[nH]1
36 | 1 | -1 | -1.1 | 0 | -6 | 7 | 1 | -4 | 3 | O=C(NCC(c1ccco1)N1CCN(c2ccc(F)cc2)CC1)c1ccco1 (configuration not stated)
39 | 8 | 0 | -0.1 | -4 | 1 | -3 | 0 | 32 | 1 | COC(=O)CSc1nnc(NC(=O)/C=C\c2ccc3c(c2)OCO3)s1
34 | . | -10 | -1.2 | -2 | 2 | 13 | 2 | -1 | -2 | CC(=O)c1ccc(NC(=O)c2sc3nc(C)c(C)c(C)c3c2N)cc1
33 | 2 | -4 | -2.1 | 5 | 2 | 15 | 1 | 9 | 0 | CCCN(Cc1nnc(-c2cccs2)o1)C(=O)CN1C(=O)NC2(CCC(C)CC2)C1=O (configuration not stated)
37 | . | -4 | 3.8 | -3 | 5 | 6 | 2 | -19 | 3 | CNC(=S)N1CCC(C(=O)c2ccc(Cl)cc2)CC1
35 | -1 | 3 | 0.0 | 12 | 3 | -5 | 1 | 11 | -2 | CC(/C=N/N1CCN(c2ccccc2)CC1)=C\c1ccccc1

(continued)
entry | IDE inh | M5 PAM | CRFBP-R2 agonist | M4 PAM | CHRM4 antagonist | M5 antag | CHRM4 agonist | CRFR2-BP antag | M5 ag | compound
41 | -2 | 2 | 0.2 | 0 | 3 | 6 | 1 | 4 | 1 | O=C(Nc1ccccc1)C1CC2CCCC(C1)C2=O (configuration not stated)
42 | 3 | 3 | 1.8 | 6 | -2 | -3 | 0 | 9 | -4 | O=C(CSS(=O)(=O)O)N1CCN(C(=O)c2ccoc2)CC1
43 | 1 | -2 | 1.5 | 3 | 0 | 9 | 0 | 11 | -2 | O=C(CSCc1ccccc1)Nc1ccccc1C(=O)Nc1ccc(C(=O)O)cc1
44 | 4 | -33 | -1.1 | -15 | 14 | 24 | 22 | -4 | 5 | O=C(Nc1cccc(/C=C/c2ccccn2)c1)c1ccc(-n2cncn2)c([N+](=O)[O-])c1
45 | -5 | -8 | -1.6 | 7 | -17 | 7 | 2 | -6 | 3 | Cc1ccccc1NC(=O)COC(=O)c1cccc(S(=O)(=O)N2CCCCC2)c1
46 | 2 | -4 | 13 | 4 | -14 | -1 | 0 | -14 | 1 | Cc1ccc(Cn2ccc(NC(=O)c3cc(-c4cccc(Cl)c4)on3)n2)cc1
47 | 5 | -1 | 0.7 | -3 | 1 | -1 | 2 | -3 | -6 | Nc1c(-c2cccs2)cnc2c(-c3ccc(F)cc3)cnn12
48 | -1 | -4 | 1.5 | -8 | -8 | -3 | 0 | 4 | -5 | O=C(Cc1ccccc1)Nc1ccc(SC(F)F)cc1
49 | -8 | 3 | -2.1 | -3 | 1 | 2 | 1 | 4 | 6 | COc1ccc(CCN(C)C(=S)NC(=O)c2ccc(F)cc2Cl)cc1OC
50 | 1 | 6 | 0.5 | -7 | 4 | 9 | -2 | -8 | -2 | COc1ccc(NC(=O)C2C3C=CC4(O3)C2C(=O)N(CCN2CCCCC2C)C4C(=O)NC2CCCCC2)cc1 (configuration not stated)
51 | 0 | 5 | -0.6 | 4 | -6 | 1 | 0 | 7 | -1 | COc1ccc(S(=O)(=O)N2CCN(CC(O)CN3CCOCC3)CC2)cc1 (configuration not stated)
52 | 6 | -1 | -2.0 | -2 | 6 | -13 | 5 | 71* | 0 | COCCN1CCN(C(=O)c2cc(COc3cc(C)ccc3C)on2)CC1

The order is random; overall some 2.9% were active at least once.
